# Compound activity as filed in PubChem.
# RGS4 inhibitor: human RGS4 inhibition; P49798; Transcreener GDP fluorescence polarization, RGS4-accelerated GTP hydrolysis; hit rate 0.039% among 390,000; Potency, µM (series often up to 114 µM), for inactives: at the highest dose activity change, negative = inhibition, hits mostly inhibitors; also: potency is read from the fitted curve at half-maximal effect; % is scaled to controls: 0 for no effect and ±100 for the full control effect; nearly all actives have a fitted effect of over 75% in size; some results filed as inactive show a strong effect at the top dose
# Target sequence (P49798 whole entry, looked up): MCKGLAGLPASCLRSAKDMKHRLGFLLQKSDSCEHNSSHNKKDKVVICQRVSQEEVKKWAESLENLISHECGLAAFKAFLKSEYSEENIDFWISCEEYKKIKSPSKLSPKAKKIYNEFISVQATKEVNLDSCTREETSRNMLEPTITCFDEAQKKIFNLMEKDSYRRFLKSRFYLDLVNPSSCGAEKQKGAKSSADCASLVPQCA
#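 MLSMR compounds (23 nl, pin-transferred) preincubated 10 min at room temperature with a 500nM (2x) first reagent, then RGS4 at 900nM (2x) plus Transcreener GDP mix added; fluorescence polarization (620/688 nm) read before and after 90 min at 30 °C.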
# G9a inh: inhibitors of human histone lysine methyltransferase G9a | Q96KQ7 | hit rate 8.8% among 350,000 | AID 504332 | Potency, µM (titrated, usually from 102 µM), for inactives: at the highest dose activity, negative = inhibition, most hits filed as inhibitors | G9a H3K9 monomethylation, AlphaScreen, 2 h; also: potency is read from the fitted curve at half-maximal effect; % is scaled to controls: 0 for no effect and ±100 for the full control effect; nearly all actives have a fitted effect of over 75% in size
#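 Readings reflect AlphaScreen signal from monomethyl-H3K9 antibody detection. HMT at 20 nM; substrate b-H3K9 500 nM; cofactor SAM 20 uM; 2 h RT reaction; compounds tested as titrations in qHTS with 15 min preincubation.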
# JMJD2A Tudor: blocks the human JMJD2A Tudor domain; O75164; AlphaScreen JMJD2A-Tudor / H3K4me3 peptide binding; Potency, µM (top dose mostly 114 µM), for inactives: top-dose activity change, negative = inhibition, hits mostly inhibitors; hit rate 4.4% among 390,000; AID 504339; also: potency is read from the fitted curve at half-maximal effect; % is scaled to controls: 0 for no effect and ±100 for the full control effect; nearly all actives have a fitted effect of over 50% in size
# PI4K2A block: PI4K2A (human) kinase inhibition; Q9BTU6; purified PI4K2A, ADP-Glo luminescence, 1 h; active compounds read low; activity change, negative = inhibition, % at 76.9 µM; hit rate 0.13% among 420,000; AID 1346378; in the data active = activity change below about -50%; inconclusive = mostly about -30% to -49%;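 also: -100% = wells without enzyme as full effect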
#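 ADP-Glo luminescence measured ADP generated by PI4K2A enzyme (4 ug/mL before mixing) with 1.2 mM PI substrate (pre-mix) and 300 microM ATP (pre-mix). Tris pH7.5 buffer with MgCl2, Triton X-100; 1 h reaction at ambient temperature.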
# ALOX12 inh: blocks human arachidonate 12S-lipoxygenase; P18054; purified 12hLO, xylenol orange hydroperoxide absorbance; Potency, µM (series often up to 108 µM), for the others: at the top dose activity change, negative = inhibition, actives largely listed as inhibitors; hit rate 1.1% among 580,000; also: potency is read from the fitted curve at half-maximal effect; % is scaled to controls: 0 for no effect and ±100 for the full control effect
#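 Hydroperoxide product was detected by ferrous iron/xylenol orange as the 573 to 405 nm absorbance ratio. Arachidonic acid at 40 uM (final) was turned over for 30 min at room temperature by 150 nM human 12hLO, pH 7.0 Hepes buffer, after 15 min compound preincubation.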
# ERG Ets-DNA blk: inhibitors of human ERG Ets domain-DNA interaction; fluorescence polarization, His-ERG Ets domain / labelled DNA; Potency, µM (top dose mostly 76.9 µM), inactives show at the highest dose FP activity, negative = inhibition, hits mostly inhibitors; hit rate 0.028% among 370,000; AID 624246; active = well fitted inhibition curve with a large enough effect in the polarisation, with a control signal flat; inconclusive = small, poorly fitted or top-dose-only effect, or effect the other way, or a change in a side signal; inactive = no such curve, though single readings can be large or run the other way; the % refers to the polarisation;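 also: polarization taken with two DNA probes labelled with fluorescein and Texas red; potency is read from the fitted curve at half-maximal effect; % of control where 0% means no effect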
# Target sequence (P11308 whole entry, looked up, the tested form may be a part): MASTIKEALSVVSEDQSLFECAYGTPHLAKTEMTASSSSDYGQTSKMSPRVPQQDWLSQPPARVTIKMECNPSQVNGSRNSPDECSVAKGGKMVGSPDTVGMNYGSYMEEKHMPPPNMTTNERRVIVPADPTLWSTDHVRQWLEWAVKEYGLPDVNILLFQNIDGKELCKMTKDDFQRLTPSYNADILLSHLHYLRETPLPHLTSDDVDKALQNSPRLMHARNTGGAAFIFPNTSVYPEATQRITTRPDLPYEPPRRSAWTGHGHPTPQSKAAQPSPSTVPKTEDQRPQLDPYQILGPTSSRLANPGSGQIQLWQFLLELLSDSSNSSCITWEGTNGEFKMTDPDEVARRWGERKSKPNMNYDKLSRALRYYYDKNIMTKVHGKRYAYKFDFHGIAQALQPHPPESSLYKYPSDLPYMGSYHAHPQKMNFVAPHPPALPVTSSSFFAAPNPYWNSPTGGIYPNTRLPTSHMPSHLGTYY
#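 His-tagged ERG Ets domain (1 uM in the protein solution; 300mM KCl, 50mM Tris-HCl, 1mM EDTA, 1mM DTT, pH 7.5) received compound, then a probe mix of 5 nM fluorescein-DNA and 100nM Texas-615-DNA. Fluorescence polarization was read for both dyes.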
# GLS inh: inhibitors of human glutaminase (GLS). O94925. GLS enzymatic activity, qHTS titration. Potency, µM (doses to about 45.5 µM), inactives show top-dose activity change, negative = inhibition, actives largely listed as inhibitors. hit rate 0.21% among 410,000; also: potency is read from the fitted curve at half-maximal effect; % is scaled to controls: 0 for no effect and ±100 for the full control effect
#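 Assay buffer: 45 mM KH2PO4 pH 8.2, 0.02% Tween-20. hKGA acts on L-glutamine (1 mM solution added); product glutamate is reported by an oxidase/peroxidase Amplex Red coupling, with fluorescence taken at baseline and 30 min.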
# HP1b chromo inh: HP1-beta chromodomain-methylated histone interaction inhibition. AlphaScreen HP1-beta / biotin-H3K9me3 peptide binding. Potency, µM (doses to about 114 µM), inactives show at the top dose activity change, negative = inhibition, actives largely listed as inhibitors. P83916. hit rate 0.56% among 390,000; also: potency is read from the fitted curve at half-maximal effect; nearly all actives have a fitted effect of over 70% in size; inactives centre near 23
# Target sequence (P83916 whole entry, looked up): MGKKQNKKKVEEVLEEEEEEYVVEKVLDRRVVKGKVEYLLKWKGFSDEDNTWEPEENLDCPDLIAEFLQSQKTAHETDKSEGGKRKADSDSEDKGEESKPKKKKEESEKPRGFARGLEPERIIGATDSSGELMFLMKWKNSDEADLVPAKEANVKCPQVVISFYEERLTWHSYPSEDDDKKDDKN
#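 HP1-beta protein (50 nM final) preincubated 30 min at room temperature with biotinylated H3(1-18)K9me3 peptide (50 nM) in PBS pH 7.4, 0.01% Tween-20, then compound added for 30 min. AlphaScreen streptavidin donor/nickel chelate acceptor beads (10 ug/mL final), 30 min dark, luminescence read.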
# BAZ2B inh: inhibitors of human BAZ2B bromodomain. Q9UIF8. AlphaScreen BAZ2B-H3K14Ac peptide displacement. Potency, µM (highest dose often 114 µM), inactives show at the highest dose activity change, negative = inhibition, hits mostly inhibitors. hit rate 4.4% among 360,000; also: potency is read from the fitted curve at half-maximal effect; % is scaled to controls: 0 for no effect and ±100 for the full control effect; nearly all actives have a fitted effect of over 60% in size
#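 Protein-peptide AlphaScreen: BAZ2B 50 nM, b-H3K14Ac 50 nM, 1x PBS pH 7.4 + 0.01% Tween-20. Preincubation 30 min RT; cpd 30 min RT (top 110 uM); beads 20 min RT, light-protected.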
# * = called active by the depositor; ? = inconclusive; . = no result given; & = joins results of further samples; [ ] = remark or other dose. Unless noted, calls follow the shape of the dose curve; as a rule, active = well fitted curve in the direction sought with a large enough effect; inconclusive = small, poorly fitted or top-dose-only effect, or another doubt; inactive = no such curve, though single readings can be large; an effect the other way counts as inactive or inconclusive.
SMILES,RGS4 inhibitor,G9a inh,JMJD2A Tudor,PI4K2A block,ALOX12 inh,ERG Ets-DNA blk,GLS inh,HP1b chromo inh,BAZ2B inh
C=CCn1cccc(C(=O)Nc2ccc(OC)cc2)c1=O,15%,3%,-15%,6,?,9%,-14%,9%[57 µM],-17%
O=C(Cc1ccc(NS(=O)(=O)c2ccc(F)cc2)cc1)NCc1ccccc1,-19%,?,-4%,4,128%[activator],1%,-3%,21%,10%
COc1cccc(CNC(=O)CCc2nnc3n(CC(C)C)c(=O)c4ccccc4n23)c1,25%,2%[59 µM],-7%,-3,-3%,0%,-9%,23%,2%
COc1ccc(-c2cccc(NS(=O)(=O)c3cc([N+](=O)[O-])ccc3Cl)c2)nn1,8%,?,-31%,-7,-31%,-4%,9%,-1%,-5%
O=C(CC(=O)N/N=C/c1cccs1)NCc1ccccc1,-12%,12%[59 µM],-17%,5,-9%,-7%,-8%,3%,-7%
Nc1nnc(SCC(=O)Nc2ccc(S(=O)(=O)N3CCOCC3)cc2)s1,-6%,?,-20%,2,19%,-2%,-4%,15%,9%
O=c1cc(-c2ccc(F)cc2)nc(SCc2nc(-c3ccccc3Cl)no2)[nH]1,-13%,0%[59 µM],-16%,0,-1%,3%,6%,45%[activator][57 µM],33%[activator]
COc1ccc(C(=O)C(C)Oc2cccc(NC(=O)c3cccc([N+](=O)[O-])c3)c2)cc1 (stereo unspecified),5%,?,?,-5,?,-3%,4%,-15%,-34%
CS(=O)(=O)N1CCCC(C(=O)NCCc2ccc(Cl)cc2)C1 (stereo unspecified),18%,-10%,-5%,-6,7%&28%,.,2%,24%,-2%
CC1=C(C(=O)OCC2CCCO2)C(c2ccccc2OC(C)C)C2=C(CC(c3ccco3)CC2=O)N1 (stereo unspecified),-53%,-2%[59 µM],-28%,-1,-5%,2%,2%,47%[activator],7%
CC1CCCN(CC(O)COCC2COc3ccccc3O2)C1 (stereo unspecified),-46%,16%[0.501 µM],-20%,-4,0%,-3%,7%,21%,-21%[57.1 µM]
CCC(Sc1nnc(-c2ccco2)n1C)C(=O)Nc1nnc(C)s1 (stereo unspecified),21%,11%,1%,2,-3%,-14%,6%,15%,3%
CCOc1cc(Cl)c(NC(=O)c2ccco2)cc1OCC,11%,3%[59 µM],-2%,4,-2%,9%,-5%,21%,9%
Cc1nn(CC(=O)c2ccccc2)c(=O)c2nn(-c3ccccc3F)c(C)c12,12%,16%,1%,4,6%,0%,2%,10%,-1%
N#CC1(NC(=O)CSc2nnc(Nc3ccccc3F)s2)CCCC1,-14%,?,-6%,6,13%,-19%,17%,22%,9%
COC(=O)Cc1ccc(NC(=S)N2CCN(CCO)CC2)cc1,8%,.,-6%,-1,-35%,-1%,4%,7%,.
CCCCNc1c(-c2ccc(-c3cccc(Cl)c3)cc2)nc2ccc(Cl)cn12,30%,.,-25%,2,?,-1%,16%,8%,.
O=C1c2ccccc2C(=O)N1Cc1nn2c(-c3ccc(Cl)cc3)nnc2s1,16%,-1%,-4%,2,0%,-5%,12%,30%,32%
Clc1nc(-c2cccnc2)nc2scc(-c3ccccc3)c12,2%,41%[59 µM],19%,-6,-4%,-3%,-2%,77%[activator],15%
COc1ccc(C2=CC(c3cc(Br)ccc3F)n3c(nc4ccccc43)N2)cc1 (stereo unspecified),-16%,?,5%,-15,-19%,-3%,1%,93%[activator],8%
O=C(c1cccc(S(=O)(=O)N2CCOCC2)c1)N1CCCC1,46%,0%,2%,2,0%,-4%,3%,31%,2%
Cc1cccc(NC(=O)NC2COc3ccccc3C2)c1C (stereo unspecified),-4%,5%[59 µM],-6%,1,-18%,2%,-5%,22%[57 µM],4%
O=C(NCC1CCN(Cc2ccc(F)cc2)CC1)Nc1cc(F)ccc1F,14%,15%,-24%,-6,317%[activator],7%,?,23%,2%
CCOC(=O)c1c(C)[nH]c(C)c1S(=O)(=O)N1CCC(C(=O)N2CCN(c3ccccc3)CC2)CC1,5%,-8%[59 µM],-27%,-2,6%,2%,18%,22%,-22%
CCCC[n+]1ccn(-c2nc3ccccc3nc2[N-]S(=O)(=O)c2ccc(Cl)cc2)c1,-29%,.,?,0,65%[activator],9%,33%[activator],16%,?
COc1ccc(N2CCC(CNC(=O)Nc3ccc(OC)cc3OC)C2)cc1 (stereo unspecified),-21%,?,45µM*,-1,?,5%,59%[activator],-78%,40µM*
CCOC(=O)Cc1cc(=O)[nH]c(/N=C(\N)Nc2ccc(C)cc2C)n1,-17%,-11%,40%[activator],8,0%,1%,2%,40%[activator],?
Cc1ccnc(NS(=O)(=O)c2ccc(Oc3ccccc3)cc2)c1,-15%,18%[12.7 µM],2%,9,-21%,-7%,.,40%[activator],2%
CC1(C)NC(=O)N(CCOCCOc2cccc(Oc3ccccc3)c2)C1=O,-28%,16%[59 µM],-10%,1,-15%,-16%,-2%,55%,-23%
CCC/C=N/Nc1nc2ccccc2s1,4%,.,-5%,-13,40µM*,1%,?,26%,?

# Part of the list above in order of molar mass, descending:
SMILES,RGS4 inhibitor,G9a inh,JMJD2A Tudor,PI4K2A block,ALOX12 inh,ERG Ets-DNA blk,GLS inh,HP1b chromo inh,BAZ2B inh
O=C(NCC1CCN(Cc2ccc(F)cc2)CC1)Nc1cc(F)ccc1F,14%,15%,-24%,-6,317%[activator],7%,?,23%,2%
CCOC(=O)Cc1cc(=O)[nH]c(/N=C(\N)Nc2ccc(C)cc2C)n1,-17%,-11%,40%[activator],8,0%,1%,2%,40%[activator],?
CCC/C=N/Nc1nc2ccccc2s1,4%,.,-5%,-13,40µM*,1%,?,26%,?

# Next section.
SMILES,RGS4 inhibitor,G9a inh,JMJD2A Tudor,PI4K2A block,ALOX12 inh,ERG Ets-DNA blk,GLS inh,HP1b chromo inh,BAZ2B inh
O=C(O)CSCC(=O)Nc1cccc2ccccc12,-9%,26%[59 µM],-29%,-5,-31%,.,5%,5%,7%
Cc1c(CCOC(=O)c2cc([N+](=O)[O-])cc([N+](=O)[O-])c2)sc[n+]1CCCCS(=O)(=O)[O-],-10%,-7%,11%,1,14%,-9%,-7%,39%[activator],-13%
Cc1ccccc1NC(=S)c1ccc2ccccc2n1,0%,11µM*,-14%,-5,-25%,-3%,12%,37%,10µM*
Cc1ccc(S(=O)(=O)N2CCC(C(=O)Nc3cccnc3)CC2)cc1,5%,.,-10%,3,-2%,-6%,-11%,13%,.
O=C(Nc1ccc(Oc2ccc(NC(=O)c3ccco3)c(NC(=O)c3ccco3)c2)cc1)c1ccco1,-17%,-14%[59 µM],-23%,-4,-29%,.,3%,5µM*,-21%
O=C(CCSc1nc2ccccc2o1)N1CCOCC1,-41%,14µM*,-9%,3,9%,-2%,-1%,40%,-8%
CC(C)(C)OC(=O)N1CCCN(C(=O)Nc2ccc(OC(F)(F)F)cc2)CC1,0%,-13%[2.33 µM],-7%,-4,2%,-12%,5%,17%,2%
NC(=O)N1c2ccccc2C=Cc2ccccc21,-22%[56.9 µM],-1%[59 µM],-23%&-4%,4&-6&0&-3,3%,13%&-13%,-1%&9%&5%,14%&17%,-5%&0%
Cc1noc(C)c1COc1ccc(C(=O)Nc2cccnc2)cc1,-12%,?,-22%,-1,9%,-6%,-18%,26%,-13%
CC(C)(C)NC(=O)CN(C(=O)CS(=O)CC(=O)Nc1ccc(F)cc1)c1ccccc1 (stereo unspecified),3%,50µM*,-16%,0,?,4%,-3%,22%,2%
COC(=O)CNC(c1ccccc1)c1cc(C)ccc1NC(=O)c1cccc(Cl)c1 (stereo unspecified),8%,16%[59 µM],-1%,0,-2%,-10%,9%,57%[activator],13%
COc1ccc(CN(C)C(=O)/C=C/c2ccc(S(=O)(=O)N3CCOCC3)cc2)cc1F,-23%,-42%,-11%,-1,11%,5%,-2%,23%,0%
COc1n[nH]c(C(=O)NCc2ccccc2)c1[N+](=O)[O-],-35%[56.9 µM],56µM*,-12%,0,0%,6%,-4%,60%[activator],-21%
CC#CCc1cc2ccccc2c(=O)o1,-3%,?,-11%,-4,36%[activator],12%,1%,43%[activator],-2%
CCCCn1cnc(C(=O)OCC)c1N,-20%,-10%[59 µM],-10%,1,-9%,5%,2%,3%,-29%
O=C1CCCCN1CCCC(=O)N1CCCC(Nc2ccc(F)cc2)C1 (stereo unspecified),11%,-22%,-27%,-1,11%,4%,17%,12%[57 µM],-20%
CCC(=O)Nc1ccc(Oc2ccc3c(c2)C(=O)N(c2ccc(O)cc2)C3=O)cc1,-15%,19%[12.7 µM],-5%,-2,-5%,-2%,?,25%,0%
CN(C)c1ccc(/C=C/c2ccc3ccccc3[n+]2C)cc1,-19%,7.9µM*,79µM*,?,-25%,?,16%,?,45µM*
c1ccc2cc3[nH]c(CN4CCOCC4)nc3cc2c1,-18%,?,-8%,-7,0%,-2%,8%,45%[activator],9%
Cn1c(Cn2cnc(Cl)c2Cl)nc2ccccc21,15%,7%[59 µM],-13%,-5,17%,-7%,4%,13%,-31%
COc1ccc(C)cc1S(=O)(=O)NC1CCCC1,-13%,7%[12.7 µM],-11%,-6,455%[activator],8%,9%,10%,-1%
CC(=NCc1ccccc1)C1=C(O)COC1=O,-29%,-43%[59 µM],-12%,-4,?,-6%,2%,18%,8%
O=C(Nc1nc2c(s1)CN(Cc1ccccc1)CC2)C1CCC1,-12%,45µM*,-23%,3,1%,-3%,-11%,14%,?

# The list is partial, so the mix of outcomes need not match the whole.
